# PMI act satM6P: activators of human phosphomannose isomerase at near-saturating mannose 6-phosphate. 0.34% of 190,000 active. activation factor at 20 µM. coupled PMI enzyme assay, resazurin fluorescence, 20 min; stronger effect = higher value; 1 = untreated enzyme, 0 = substrate-free blank;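 active = activation factor of 2 or more at 20 µM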
# Target sequence (P34949 whole entry, looked up): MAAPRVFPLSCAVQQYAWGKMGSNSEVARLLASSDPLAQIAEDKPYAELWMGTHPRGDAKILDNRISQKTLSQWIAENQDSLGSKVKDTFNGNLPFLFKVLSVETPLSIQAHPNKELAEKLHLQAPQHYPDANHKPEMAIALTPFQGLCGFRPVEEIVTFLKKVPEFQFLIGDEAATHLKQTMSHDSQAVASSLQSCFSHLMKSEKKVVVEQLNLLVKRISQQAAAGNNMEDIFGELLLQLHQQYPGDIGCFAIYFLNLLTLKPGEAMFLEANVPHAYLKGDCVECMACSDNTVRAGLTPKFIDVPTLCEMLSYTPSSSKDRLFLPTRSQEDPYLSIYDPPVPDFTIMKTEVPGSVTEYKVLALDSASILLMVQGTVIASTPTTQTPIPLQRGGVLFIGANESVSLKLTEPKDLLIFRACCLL
#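 Test system: human phosphomannose isomerase with PGI, G6PDH, diaphorase coupling enzymes; Amount: PMI at 15 ng/mL final; Reagent: Mannose-6-phosphate 1.0 mM (near-saturating) plus 0.22 mM NADP+; Timing: 20 min, room temperature; Technique: resorufin fluorescence at Ex 544/Em 590 nm; Dosing: 20 µM single dose.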
# Hsp70 act: switches on Hsp70 transcription; 0.04% of 200,000 active; HeLa Hsp70 promoter luciferase reporter, luminescence; scaled: vehicle 0, proteasome-inhibitor control 100%; AID 1203; activation, % at 10 µM;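 active = activation above the mean across all tested compounds plus 3 SD, cutoff set per campaign, cut at about 5.5% in these data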;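 also: 100% = MG132 at 30 µM as the positive control and 0% = DMSO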
# RAM inhibit: inhibitors of the yeast RAM network; S. cerevisiae dse1pr::URA3 reporter, 5-FOA growth OD615, 2 d; analog-sensitive cbk1-as2 kinase mutant strain; inhibition, % at 50 µM; 1.8% of 190,000 active;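 active = inhibition above a set limit, 3 SD over mean compound inhibition, cut at about 8.4% in these data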;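 also: 0% = DMSO-only wells with no growth and 100% = 10 µM 1-NA-PP1 full growth; inhibition rescues growth on 5-FOA so higher OD means more RAM inhibition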
# Diaphorase inh: counter-screen for diaphorase-based assays: diaphorase inhibitors and chemical oxidizers; 0.69% of 190,000 active; AID 1217; diaphorase resazurin-to-resorufin fluorescence, NADH, 16 min; bacterial (C. kluyveri) enzyme, not human; inhibition, % at 20 µM;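 active = primary screen inhibition at 20 µM above a set limit, cut at about 50% in these data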;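 also: plate controls were DMSO with full reaction for no effect and wells lacking NADH for full effect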
#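 Assay system: diaphorase enzyme from Clostridium kluyveri; Input: enzyme working solution with 0.14 U/mL diaphorase; Timing: 16 min at room temperature; Technique: resorufin fluorescence, excitation 544 nm, emission 590 nm; Benchmarks: positive control minus NADH, DMSO neutral control.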
# TLR4 MyD88 comp: TLR4-MyD88 interaction inhibition in cells. O00206+Q99836. HeLa CL3-4 TLR4/MyD88 BLA complementation, FRET ratio. inhibition, % at 8.4 µM. 0.18% of 200,000 active. AID 861; in the data active = inhibition above about 25%;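 also: 0% = vehicle and 100% = reference inhibitor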
# PMI act: increases human mannose-6-phosphate isomerase activity | P34949 | purified human PMI, coupled resazurin fluorescence, 20 min; stronger effect = higher value; 1 = vehicle control, 0 substrate-free wells | activation factor at 20 µM | 0.005% of 190,000 active | AID 1214;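 active = activation factor of 2 or more at 20 µM, relative to plate controls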
# G6PDH CS: counter-screen for G6PDH assay hits: L. mesenteroides G6PDH inhibition. Purified L. mesenteroides G6PDH, diaphorase/resazurin coupled fluorescence, 45 min. inhibition, % at 5 µM. 0.12% of 200,000 active
# L major viab: reduces viability of Leishmania major promastigotes; 9% of 200,000 active; inhibition, % at 10 µM; AID 1063; resazurin fluorescence viability;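 also: promastigotes grown with compound for 44 hours at 28 °C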
# Diaph act CS: counter-screen for diaphorase-based assays: diaphorase activators and chemical reducers | Diaphorase/resazurin coupled assay, resorufin fluorescence, 16 min; stronger effect = higher value; 1 = vehicle wells, 0 = NADH-free wells | 0.005% of 190,000 active | AID 1229 | activation factor at 20 µM;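 active = diaphorase activity raised at least twofold by the compound at 20 µM; inactive = activation factor below 2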
#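 Assay system: bacterial diaphorase enzyme (C. kluyveri) / Input: enzyme 0.07 U/mL final / Medium: 50 mM HEPES pH 7.4 with 4.542 mM MgCl2, 0.005% Tween 20 / Doses: single compound dose of 20 µM, 1% DMSO final / Incubation: 16 min enzyme reaction, ambient temperature / Signal: fluorescence, excitation 544 nm and emission 590 nm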
# S1P3 antag: antagonists of human S1P3 receptor | CHO S1P3 NFAT-BLA reporter, FRET fluorescence, antagonist mode | inhibition, % at 4.98 µM | Q99500 | AID 485 | 0.27% of 170,000 active;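 active = inhibition above the plate cutoff, the mean inhibition of test wells on that plate plus 3 SD, cut at about 28% in these data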;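 also: cells challenged with S1P at its EC80 of 0.8 µM; blue over green emission ratio from cleaved BLA substrate after 4 h stimulation; 0% = S1P-stimulated wells and 100% = unstimulated DMSO-only wells; some compounds past the cut are filed as inactive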
# Target sequence (Q99500 whole entry, looked up): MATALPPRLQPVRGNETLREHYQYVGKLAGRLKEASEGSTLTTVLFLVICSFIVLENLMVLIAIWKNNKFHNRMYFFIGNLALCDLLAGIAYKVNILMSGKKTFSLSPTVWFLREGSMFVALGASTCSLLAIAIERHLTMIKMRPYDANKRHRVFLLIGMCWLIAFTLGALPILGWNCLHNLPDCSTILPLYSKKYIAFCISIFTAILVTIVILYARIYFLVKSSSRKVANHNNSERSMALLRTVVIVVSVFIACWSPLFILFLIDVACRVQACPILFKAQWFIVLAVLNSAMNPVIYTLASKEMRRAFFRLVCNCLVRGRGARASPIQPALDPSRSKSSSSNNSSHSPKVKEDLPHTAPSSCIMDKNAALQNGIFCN
# DTT redox prof: compounds producing H2O2 with reducing agent – biochemical, NIH compound library profiling, artefact control for MLSCN library redox annotation, primary screen; DTT-dependent redox cycling H2O2, phenol red/HRP absorbance; 100% = 100 µM peroxide control, 0% = buffer; activation, % at 10 µM; 0.03% of 200,000 active; AID 878;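 active = activation of at least 50% relative to the plate's high and low controls in the primary single-dose screen; inactive = activation below 50%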;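 also: compound incubated with DTT at 0.8 mM final as the reducing agent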
# * hit, by the source's call; x = no result given. Rule as the data show it, unless noted: active = inhibition above about 50%; inactive = the rest.
SMILES,PMI act satM6P,Hsp70 act,RAM inhibit,Diaphorase inh,TLR4 MyD88 comp,PMI act,G6PDH CS,L major viab,Diaph act CS,S1P3 antag,DTT redox prof
CCCC(=O)Nc1nnc(SCC(=O)NCc2cccs2)s1,1,-0.3,0.1,1.2,-0.1,1,5.6,-5.7,1,x,1.9
CC1CC(C)CN(C(=S)NC2CCCCC2)C1 (stereo not drawn),0.9,-0.3,-1.0,14.9,-4.2,0.9,2.8,16.6,0.9,-14.8,-0.7
COC(=O)c1cc2ccccc2c(-c2c(OC)c(C(=O)OC)cc3ccccc23)c1OC,0.8,0.4,6.1,28.7,-3.6,0.9,5.8,44.7,0.7,x,-6.1
COC(=O)c1c(C)nc(C)c(C(=O)OC)c1-c1ccc(OC)c(OC)c1,1,0.0,0.1,10.0,-3.5,1,-1.1,-2.7,0.9,2.0,0.7
Nc1c(N2CCCCC2)c2ccccc2oc1=O,0.6,0.0,0.4,28.9,-4.4,0.9,4.1,10.1,0.7,15.4,-0.2
O=C(CC1Sc2ccccc2NC1=O)OCC(=O)N1CCc2ccccc21 (stereo not drawn),1.1,-0.1,6.7,1.8,-10.0,1,9.2,14.2,1,-23.0,2.3
CCCCCCCC[n+]1cccc2c3ccccc3ccc21,1.1,-0.1,0.6,-8.8,15.1,1,12.1,100.6*,1.1,1.7,-0.4
COc1ccc(NC(=O)c2cc(S(=O)(=O)N3CCCCC3)ccc2N2CCCCC2)cn1,0.4,-0.3,4.5,32.9,-4.1,0.8,9.2,11.9,0.7,-10.9,-0.6
COc1ccc(/C=C2\SC(=S)N(CC(=O)NCCO)C2=O)cc1,1,0.0,0.4,5.9,-13.0,1,-1.0,-4.5,0.9,-5.7,0.4
CCCCNC(=S)NC(=O)c1ccc([N+](=O)[O-])cc1,1,0.0,-1.3,18.6,7.8,1,-0.2,-1.0,0.8,x,-3.6
COc1ccc(CN2C(=O)CCC2(C)C(=O)NC2CCCCCC2)cc1 (stereo not drawn),1,0.0,2.5,15.1,-1.0,1,12.1,-4.8,0.8,-7.8,0.6
Cc1sc(NC(=O)c2ccc(=O)n(C)n2)nc1-c1ccccc1,0.9,0.3,6.3,12.5,-9.6,0.9,0.7,25.3,0.9,-13.4,0.8
CCC(c1nnnn1Cc1cccs1)N1CCN(C2CCCC2)CC1 (stereo not drawn),1.1,-0.2,-0.3,3.8,-2.9,1,1.2,38.0,1,13.8,1.8
Cc1ccccc1NC(=O)/C(=C\c1cccs1)NC(=O)c1ccco1,1,0.1,3.4,8.7,2.2,1,-2.7,-2.5,0.9,x,1.1
CCCCC(=O)Nc1ccc2c(c1)C(=O)NC2=O,0.9,-0.1,0.5,24.8,-0.4,1,-7.8,-4.8,0.8,-19.7,0.0
COc1ccc(C)cc1N(CC(=O)Nc1cccnc1)S(=O)(=O)c1ccccc1,1,-0.2,-0.2,13.1,4.8,0.9,7.7,41.4,0.9,-0.2,-0.4
CCC1CCc2c(sc(NC(C)=O)c2C#N)C1 (stereo not drawn),1,-0.6,2.4,18.0,-14.5,0.9,11.2,-3.5,0.8,-7.3,0.1
CCOC(=O)C(/C=C(\C#N)C(=O)OCC)=C(/N)N1CCN(c2ccccc2)CC1,0.9,-0.3,3.0,10.7,-1.1,1,3.6,-2.8,0.9,x,0.1
S=C(NCCCN1CCOCC1)NCCCN1CCOCC1,0.6,-0.2,2.1,18.3,-10.6,0.9,-2.9,-2.2,0.8,6.2,-0.7
CCOC(=O)c1cc2c(ccn2C)n1CC(=O)N1C(C)CCCC1C (stereo not drawn),0.5,-0.4,1.2,14.6,-2.3,0.9,14.5,1.8,0.9,-2.4,-1.1
CN(CCCOc1ccccc1Br)Cc1ccccc1,1,-0.1,-0.4,-0.1,5.9,1,14.6,17.9,1,2.3,-0.4
Cc1cc2c(nn1)CCC/C2=N\O,1,0.2,0.5,10.3,-6.7,0.9,-8.5,-2.4,0.9,-14.2,1.6
COc1ccccc1COCC(O)CNCC1(N2CCCCC2)CCCCC1 (stereo not drawn),0.9,-0.4,1.1,12.9,-10.2,0.9,-10.6,-0.6,0.9,-2.3,-0.5
COc1ccc(-c2cc(=O)n(-c3nc4ccccc4[nH]3)[nH]2)cc1,1,0.2,0.9,7.3,21.1,1,-21.1,12.2,0.9,-8.7,0.3
Cc1n[nH]c(=O)nc1NCc1ccco1,1,0.5,-0.4,1.9,6.0,0.9,-7.3,-7.7,1,-23.7,0.7
CC(=O)OCC1=C(C(=O)O)N2C(=O)C(NC(=O)CCn3nc(C(F)(F)F)c(Br)c3C3CC3)C2SC1 (stereo not drawn),1,0.6,0.0,12.5,7.9,1,5.5,-9.5,0.9,0.5,-0.2
Cc1nnc(NC(=O)CSc2nc(C(C)C)nc3ccccc23)s1,0.8,-0.2,4.7,19.0,3.4,0.8,0.1,-2.6,0.8,x,-0.1
COC(=O)c1ccccc1NC(=O)CN1CCC(n2nnc3cc(F)ccc32)CC1,0.9,0.3,0.0,17.7,-15.1,1,-24.3,-1.7,0.8,-3.4,-0.2
O=C(c1cnc2n(c1=O)CCS2)N1CCN(c2ccc([N+](=O)[O-])cc2)CC1,0.9,0.1,0.2,15.7,2.9,0.9,-6.8,-5.6,0.8,x,-1.4
CC(=O)Nc1cccc(-c2csc(N)n2)c1,1,-0.1,-1.4,7.4,11.1,1,4.6,-6.8,0.9,17.1,-1.0
O=C1CC(c2ccccc2)CC(O)=C1C=NCc1ccco1 (stereo not drawn),0.9,-0.1,0.5,8.2,-3.0,0.9,-2.2,1.9,0.9,21.6,2.2
CC(NC(=O)c1ccc2c(c1)OCO2)C(c1cccs1)N1CCOCC1 (stereo not drawn),1.1,-0.2,2.2,5.4,1.8,1,12.7,-9.8,0.9,-2.5,-3.3
O=c1c2[nH]c3ccc(F)cc3c2ncn1CCN1CCOCC1,0.9,-0.1,-0.1,22.2,-6.7,0.9,-0.7,-6.1,0.8,-1.6,3.0
O=C1CCCC/C1=C/Nc1ccc(C(=O)O)cc1,0.9,-0.4,0.7,14.2,14.0,0.9,5.3,-2.5,0.9,x,0.7
C=CCn1c(SC2CCOC2=O)nc2sc(C)c(C)c2c1=O (stereo not drawn),1,-0.4,-0.2,6.1,-1.3,1,8.7,-3.3,0.9,x,0.6
Nc1nc2n(n1)C(c1cccc(Cl)c1)CC(c1ccc(F)cc1)N2 (stereo not drawn),1,-0.3,-1.0,18.4,13.9,0.9,1.9,40.4,0.8,x,-1.2

# A draw from above in order of molecular weight, smallest number first.
SMILES,PMI act satM6P,Hsp70 act,RAM inhibit,Diaphorase inh,TLR4 MyD88 comp,PMI act,G6PDH CS,L major viab,Diaph act CS,S1P3 antag,DTT redox prof
Cc1n[nH]c(=O)nc1NCc1ccco1,1,0.5,-0.4,1.9,6.0,0.9,-7.3,-7.7,1,-23.7,0.7
COc1ccc(-c2cc(=O)n(-c3nc4ccccc4[nH]3)[nH]2)cc1,1,0.2,0.9,7.3,21.1,1,-21.1,12.2,0.9,-8.7,0.3
S=C(NCCCN1CCOCC1)NCCCN1CCOCC1,0.6,-0.2,2.1,18.3,-10.6,0.9,-2.9,-2.2,0.8,6.2,-0.7
Nc1nc2n(n1)C(c1cccc(Cl)c1)CC(c1ccc(F)cc1)N2 (stereo not drawn),1,-0.3,-1.0,18.4,13.9,0.9,1.9,40.4,0.8,x,-1.2
CC(NC(=O)c1ccc2c(c1)OCO2)C(c1cccs1)N1CCOCC1 (stereo not drawn),1.1,-0.2,2.2,5.4,1.8,1,12.7,-9.8,0.9,-2.5,-3.3
COc1ccc(C)cc1N(CC(=O)Nc1cccnc1)S(=O)(=O)c1ccccc1,1,-0.2,-0.2,13.1,4.8,0.9,7.7,41.4,0.9,-0.2,-0.4
COC(=O)c1cc2ccccc2c(-c2c(OC)c(C(=O)OC)cc3ccccc23)c1OC,0.8,0.4,6.1,28.7,-3.6,0.9,5.8,44.7,0.7,x,-6.1

# The listing continues.
SMILES,PMI act satM6P,Hsp70 act,RAM inhibit,Diaphorase inh,TLR4 MyD88 comp,PMI act,G6PDH CS,L major viab,Diaph act CS,S1P3 antag,DTT redox prof
O=C(COC(=O)CN1C(=O)c2ccccc2C1=O)Nc1ccc(S(=O)(=O)N2CCCC2)cc1,1,-0.3,-0.1,14.8,-9.1,1,1.0,-5.8,0.9,x,-0.1
CS(=O)(=O)c1ccc(C(=O)N2CCc3ccccc3C2)cc1,1.1,0.0,1.1,8.7,1.4,1.1,3.5,-8.9,0.9,-4.6,0.3
CCc1cc(C(=O)OC)c(NC(=O)CC2SC(N)=NC2=O)s1 (stereo not drawn),1.1,-0.4,1.4,-6.1,-2.0,1.1,9.6,9.0,1.1,-11.1,-1.8
COc1ccc2ccccc2c1C1CC(=O)N2CN(C)CSC2=C1C#N (stereo not drawn),0.3,-0.5,2.8,52.5*,3.0,0.5,21.4,-0.4,0.5,3.9,1.6
Cc1cccc2c1CC(C)(C)N=C2C1=C(O)CCCC1=O,1,-0.3,0.9,3.3,3.6,1,-0.4,-0.1,1,-28.2,3.3
COc1ccc(-c2cc(C(=O)O)c3ccccc3n2)c(OC)c1,1,-0.4,-0.6,7.4,-1.6,0.9,3.1,-4.9,0.9,-15.0,0.7
CCCCNC(=O)N1CCN(S(C)(=O)=O)CC1,1,0.0,1.9,2.7,-5.4,1.1,3.9,-0.8,1,-32.0,-0.8
Cc1cc(NC(=O)Nc2ccccc2F)ccc1Br,0.9,0.9,2.4,20.8,-14.9,0.9,5.0,1.2,0.8,-3.1,0.3
O=C(O)C1CCC(N2C(=O)C3CCCCC3C2=O)CC1 (stereo not drawn),1.1,-0.2,-1.1,15.2,2.3,1,-4.2,0.3,0.8,x,-0.1
